Assay outcomes as filed in PubChem BioAssay.
Pf gamet viab = kills late stage P. falciparum gametocytes; 150,000 compounds, 0.065% hits; P. falciparum stage V gametocytes, ATP luminescence, 24 h; inhibition, % at 10.9 µM;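 active means inhibition above the mean plus 3 SD of compounds within the control limits, set per campaign, cut at about 38% in these data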;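 further: 0% = DMSO wells and 100% = medium only without gametocytes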
Mcl1-Bid inh = Mcl-1/Bid interaction inhibition. 220,000 compounds, 0.97% hits. TR-FRET Mcl-1/Bid-Dy647 peptide binding, 1536-well. AID 1021. Q07820. inhibition, % at 21.7 µM;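 active means compounds that cut the binding signal by more than half at the single screening dose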;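 further: His-tagged Mcl-1 with europium anti-His antibody binding Bid BH3 peptide; 0% = Mcl-1 plus peptide wells and 100% = peptide-only wells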
Target sequence (Q07820 whole entry, looked up): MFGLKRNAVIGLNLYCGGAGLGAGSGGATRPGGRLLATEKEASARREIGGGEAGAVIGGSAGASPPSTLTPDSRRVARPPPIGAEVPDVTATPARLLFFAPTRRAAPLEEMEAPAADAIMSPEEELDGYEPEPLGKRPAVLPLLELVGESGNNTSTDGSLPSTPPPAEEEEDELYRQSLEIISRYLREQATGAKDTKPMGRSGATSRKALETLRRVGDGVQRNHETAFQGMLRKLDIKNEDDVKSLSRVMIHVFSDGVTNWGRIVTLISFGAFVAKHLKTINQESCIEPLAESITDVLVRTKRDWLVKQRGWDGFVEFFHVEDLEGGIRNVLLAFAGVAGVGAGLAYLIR
Mcl1 Noxa PPI = disrupts binding of human Mcl-1 to Noxa peptide; TR-FRET Mcl-1/Noxa peptide binding, 2 h; inhibition, % at 21.7 µM; 220,000 compounds, 1.5% hits;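 active means compounds that cut the protein-peptide binding signal by more than 50% relative to plate controls in a single-dose test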;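 further: His-tagged Mcl-1 with rhodamine Noxa BH3 peptide and terbium anti-His antibody; 0% = Mcl-1 plus Noxa peptide wells and 100% = peptide-only wells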
RGS8-Gao = regulators of human RGS8-Galphao interaction. P09471. response (percent of control binding), % at 10 µM. 220,000 compounds, 0.34% hits. multiplexed bead flow cytometry, RGS8-Galphao binding; actives lie on both sides; in the data active means response below about 60% or above about 140%; inactive means in between;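 further: Galphao activated as the GDP aluminium fluoride complex binding bead-coupled RGS8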
Target sequence (P09471 whole entry, looked up): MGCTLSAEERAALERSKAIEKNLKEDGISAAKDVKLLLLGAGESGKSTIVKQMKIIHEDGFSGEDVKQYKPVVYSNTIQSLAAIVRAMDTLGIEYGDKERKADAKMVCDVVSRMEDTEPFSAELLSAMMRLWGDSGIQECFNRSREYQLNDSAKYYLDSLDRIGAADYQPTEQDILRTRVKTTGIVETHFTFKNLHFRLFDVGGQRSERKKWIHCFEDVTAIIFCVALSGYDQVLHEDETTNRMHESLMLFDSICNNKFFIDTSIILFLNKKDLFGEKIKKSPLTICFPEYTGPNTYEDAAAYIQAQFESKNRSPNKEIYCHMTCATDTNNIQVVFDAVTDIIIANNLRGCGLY
The depositor's hits bear a star. An excerpt; count on the stated rates, not on these rows.

SMILES	Pf gamet viab	Mcl1-Bid inh	Mcl1 Noxa PPI	RGS8-Gao
O=C(CC(c1ccccc1)c1cc(Cl)ccc1O)NCCN1CCOCC1 (stereo unspecified)	-8	-41	-5	103
CCn1c(O)c(C#N)c(C)cc1=O	4	-24	28	100
COc1ccc(/C=N/NC(=O)CCN2CCCCC2c2cccnc2)cc1Cn1cc([N+](=O)[O-])cn1 (stereo unspecified)	0	-19	49	105
Cc1nc(/N=C(\N)NC(=O)NC2CCCCC2)nc2ccccc12	-28	-24	6	92
CN1C(=O)N(c2nnc(C(C)(C)C)s2)C(=O)C1c1ccccc1 (stereo unspecified)	-20	-10	5	93
COc1ccc(CCNC2=CC(=O)CC(C)(C)C2)cc1	-3	-30	9	106
O=C(NC1CCC(O)CC1)c1ccc(-c2ccc([N+](=O)[O-])cc2)o1 (stereo unspecified)	12	25	71*	102
CCN(CC)S(=O)(=O)c1ccc(-c2cc(C(=O)OC)sc2C(F)(F)F)cc1	16	-3	1	101
CCC(=O)N(Cc1cc(=O)[nH]c2ccccc12)c1ccc(C)cc1	-21	-19	4	95
Cn1nc(C(C)(C)C)c([N+](=O)[O-])c1C(N)=O	11	2	5	102
CCCCCCOc1ccc(N2C(=O)CC(NCc3ccc(S(N)(=O)=O)cc3)C2=O)cc1 (stereo unspecified)	17	6	4	96
COc1ccc(-c2nnn(CC(=O)N3CCN(c4ccc(F)cc4)CC3)n2)cc1	-5	-4	8	104
CCOC(=O)CN(C(=O)COc1nc(-c2ccccc2)cc(C)c1C#N)c1ccc(F)cc1	6	-16	7	101
CC(=O)NNC(=S)Nc1cccc(F)c1	-4	-28	-3	101
Cc1cc(C)c2c(N)c(C(=O)N/N=C/c3cccnc3)sc2n1	-7	-59	31	104
CNC(=S)N1CCc2sccc2C1C (stereo unspecified)	2	-23	-25	101
CCN(CC)S(=O)(=O)c1ccc(N/N=C/c2cccnc2)nc1	26	-40	-15	100
CCOC(=O)c1ccc(Nc2nnc(C)c3ccccc23)cc1	-10	-25	1	101
CCOCCCn1c(C)nc2c[n+](CC(=O)c3ccc4ccccc4c3)cc(Br)c21	20	-7	13	100
Cc1ccc2c(c1)oc(=O)n2CC(=O)c1ccccc1	-10	4	12	101
Cc1nn(-c2ccccc2)c(C)c1C(=O)Oc1ccccc1	6	-15	-8	100
COC(=O)c1ccccc1NC(=O)COC(=O)C1CCCCC1	6	-18	2	102
COc1ccc([N+](=O)[O-])cc1NC(=O)COC(=O)c1ccc(O)cc1	3	10	40	100
COc1ccc(OCC(O)CNS(=O)(=O)c2cccc(Cl)c2)cc1 (stereo unspecified)	2	12	0	102
S=c1[nH]nc(-c2ccncc2)n1/N=C/c1ccccc1Cl	-5	-41	26	102

Continuation.
SMILES	Pf gamet viab	Mcl1-Bid inh	Mcl1 Noxa PPI	RGS8-Gao
COc1ccccc1C(=O)N/N=C1/NC(=O)CC(C(=O)Nc2ccccc2)S1 (stereo unspecified)	-1	-18	6	102
NS(=O)(=O)c1cccc(NC(=O)CSc2nc3nc(-c4cccs4)cc(C(F)(F)F)c3c(=O)[nH]2)c1	-2	11	18	100
Cn1c(=O)c([N+](=O)[O-])c(-n2cnc3ccccc32)c2ccccc21	3	-8	-2	105
Cc1ccc(NC(=O)N(CCC#N)Cc2ccccc2)cc1	19	-14	7	104
Fc1ccc(Cn2cc(C(=S)N3CCOCC3)c3ccccc32)cc1	-3	-69	-20	104
Cc1[nH]c2ccccc2c1C(=O)CSc1nccc(=O)[nH]1	2	-6	18	91
O=c1[nH]oc2cc(Cl)ccc12	1	-12	8	98
Cc1ccccc1CC1S/C(=N/N=C/c2ccco2)NC1=O (stereo unspecified)	14	-16	9	102
COc1ccc(OC)c(Nc2nc(NCCC(C)C)nc(N)c2[N+](=O)[O-])c1	17	-8	2	101
CN(C)CCCNC(=O)c1ccccc1Oc1ccccc1	4	-11	-9	98
CCNC(=S)Nc1cccc(S(=O)(=O)Nc2ccccc2OC)c1	-80	-57	23	102
COc1cc(OC)c(S(=O)(=O)NC(C)C)cc1C(=O)O	-7	5	19	99
CCOc1ccc(-c2cnc3ccccc3n2)cc1	5	-8	14	106
O=C(N/N=C/c1ccc(Br)s1)c1ccco1	-8	-6	-3	104
Cc1cc(-c2nnc(CCC(=O)N(C)C(C)c3cccs3)o2)no1 (stereo unspecified)	-2	-4	-6	94
COc1ccc(NN=Nc2nc3c([nH]2)c(=O)n(C)c(=O)n3C)cc1	13	6	67*	93
CC(/C=C1\SC(=S)N(CCC(=O)Nc2nc(C)cs2)C1=O)=C\c1ccccc1	-8	-69	7	91
CC(C)(C)C(=O)Nc1c(Cl)cccc1OC(F)(F)F	17	-11	4	103
N#Cc1c(N)n(-c2cccc(C(=O)O)c2)c2nc3ccccc3nc12	-19	7	29	101
O=C(Cn1ncc2c3ccccc3n(Cc3ccccc3)c2c1=O)NCc1ccco1	-5	-3	8	95
CC(=O)C1=C(NC(=O)c2ccc(C(F)(F)F)cc2)C[C@@H]2[C@H]1C2(C)C	-48	-36	12	100
Cc1cc(NC(=O)c2n[nH]c(=O)c3ccccc23)ccc1Br	-9	-8	5	99
COCCCN(C(=S)NC(=O)C(C)(C)C)c1c(N)n(Cc2ccccc2)c(=O)[nH]c1=O	0	-28	8	102
NS(=O)(=O)c1cccc(NC(=O)COC(=O)c2cc(Cl)ccc2[N+](=O)[O-])c1	-23	-18	-28	99
COc1ccccc1NC(=O)CSc1nnc(CCC(=O)Nc2ccccc2F)n1C	12	-12	8	103

Taken from above:
Value for `Cc1cc(NC(=O)c2n[nH]c(=O)c3ccccc23)ccc1Br` under Pf gamet viab: -9
Value for `Cc1ccccc1CC1S/C(=N/N=C/c2ccco2)NC1=O` (stereo unspecified) under Pf gamet viab: 14

Remaining list, next part
SMILES	Pf gamet viab	Mcl1-Bid inh	Mcl1 Noxa PPI	RGS8-Gao
Cc1nc(C(=O)NNC(=O)c2cccc(Cl)c2)c(C(F)(F)F)o1	-46	-11	-7	100
Cn1nc(-c2ccc(Cl)cc2)cc1NC(=O)Nc1ccccc1	30	-7	7	101
COc1ccc(/C=C(\NC(=O)c2ccccc2)C(=O)NC2CCS(=O)(=O)C2)cc1 (stereo unspecified)	5	-16	-8	109
N#Cc1nc(Cl)c(Cl)c(NN)c1Cl	14	-10	2	98
S=C(NC1CCCCC1)N1CCOCCOCCN(C(=S)NC2CCCCC2)CCOCC1	21	-43	18	105
CC(C)CCC(C(=O)O)C(C)CC(=O)Nc1ccn(-c2ccccc2)n1 (stereo unspecified)	13	-22	-19	101
Clc1cccc(Nc2nc(-c3ccncc3)nc3ccccc23)c1	-3	19	29	104
Cc1nnc(SCc2nc3sc4c(c3c(=O)[nH]2)CCCC4)n(N)c1=O	0	-46	10	109
CC(C)(C)Nc1nc(Cl)nc(NCCN2CCOCC2)n1	0	-14	9	94
Cc1c(NC(=O)c2ccc(S(=O)(=O)N3CCOCC3)cc2)c(=O)n(-c2ccccc2)n1C	-13	-11	-37	90
O=[N+]([O-])c1c(Nc2ccccn2)cc(Cl)c2nonc12	-9	-39	57*	91
NC(=S)NNC(=O)c1cccc(Cl)c1	-11	-101	12	94
COc1ccc(/C=N/n2c(-c3n[nH]c4c3CCC4)n[nH]c2=S)cc1	-10	-50	-9	98
CC(C)OCCCNC(=O)C(=O)N/N=C/c1ccc(OCc2ccccc2)cc1	-18	0	-2	102
CNC(=S)NNC(=O)c1oc2nc(-c3ccccc3)cc(C)c2c1N	11	-67	10	99
O=C(O)/C=C/C(=O)N(CC1CCCO1)C1CC(=O)N(c2c(Cl)cccc2Cl)C1=O (stereo unspecified)	-3	-29	-3	93
CCN(CC)CCC(c1ccc(OC)cc1)c1c(O)cc(OC)cc1OC (stereo unspecified)	3	-48	2	104
COc1cc(O)ccc1C=O	-11	1	1	96
Clc1ccc(-n2nnnc2-c2ccno2)cc1	10	-6	10	108
O=[N+]([O-])c1ccc(O)c(C=Nc2ccc3c(c2)OCO3)c1	-9	-9	-4	100
Cc1ccc(-c2nc(Nc3ccc(N4CCOCC4)cc3)c3ccccc3n2)cc1	2	-52	64*	104
Cc1cc2c(sc3ccccc32)c(C)n1	-9	5	8	102
CCOC(=O)/C(C#N)=C/Nc1ccsc1C(C)=O	-8	-16	24	98
C=CCc1c(N(CC)CC)nc(C)[nH]c1=O	-8	-88	-16	101
CCCCn1c(SCC(=O)Nc2cc(C)on2)nnc1-c1cccs1	16	-18	1	100

Exported with bars between the fields: two of the compounds above.
SMILES | Pf gamet viab | Mcl1-Bid inh | Mcl1 Noxa PPI | RGS8-Gao
CCOCCCn1c(C)nc2c[n+](CC(=O)c3ccc4ccccc4c3)cc(Br)c21 | 20 | -7 | 13 | 100
CC(=O)C1=C(NC(=O)c2ccc(C(F)(F)F)cc2)C[C@@H]2[C@H]1C2(C)C | -48 | -36 | 12 | 100

Structures shown so far that contain a COOH group (4):
SMILES	Pf gamet viab	Mcl1-Bid inh	Mcl1 Noxa PPI	RGS8-Gao
COc1cc(OC)c(S(=O)(=O)NC(C)C)cc1C(=O)O	-7	5	19	99
N#Cc1c(N)n(-c2cccc(C(=O)O)c2)c2nc3ccccc3nc12	-19	7	29	101
CC(C)CCC(C(=O)O)C(C)CC(=O)Nc1ccn(-c2ccccc2)n1 (stereo unspecified)	13	-22	-19	101
O=C(O)/C=C/C(=O)N(CC1CCCO1)C1CC(=O)N(c2c(Cl)cccc2Cl)C1=O (stereo unspecified)	-3	-29	-3	93

Additional structures follow.
SMILES	Pf gamet viab	Mcl1-Bid inh	Mcl1 Noxa PPI	RGS8-Gao
CCC(=O)Nc1nc2ccc([N+](=O)[O-])cc2s1	16	-48	19	98
NC(=S)Nc1cccc(F)c1	8	-27	-9	99
CNC(=O)c1[nH]cnc1C(=O)Nc1ccc(OC)cc1	-15	-13	-2	104
O=c1oc2c(-c3ccc([N+](=O)[O-])cc3)cc(O)cc2s1	13	-3	44	101
COc1ccccc1C(=O)Nc1ccc(S(=O)(=O)N2CCCCC2c2cccnc2)cc1 (stereo unspecified)	3	-13	-6	102
O=C(NC1CCN(Cc2ccccc2)CC1)c1ccc(Oc2cc(Cl)cc(Cl)c2)o1	-21	-14	-3	98
O=C(Cc1ccccc1)NN1C(=O)/C(=C/c2ccc(C(=O)O)cc2)SC1=S	7	-49	1	103
CCCc1c(C(=O)Nc2ccc(F)cc2)cnn1-c1ccccc1	1	0	2	104
CCn1c(SCC(=O)Nc2ccc(OC)cc2)nc2nc3c(cc2c1=O)CCCC3	-8	-11	-25	101
Cc1nn(C)c(=O)c(N)c1-c1cc(-c2ccc(Cl)c(Cl)c2)n[nH]1	12	-2	24	94
CSCCNC(=O)Nc1c(-c2c(Cl)cccc2Cl)noc1C	-16	-37	-9	103
CCOc1ccccc1NC(=S)Nc1ccc2cn[nH]c2c1	5	-79	23	102
CCNC(=S)/C(=C(/[O-])c1ccc([N+](=O)[O-])cc1)[n+]1ccccc1	18	-25	15	97
COc1ccc(N(CCC#N)C(=O)/C(C#N)=C\c2cccs2)cc1	4	-11	-4	100
COc1ccc(N2C(=O)[C@H]3[C@@H](C2=O)C2c4ccccc4C=NN2[C@H]3C(=O)C(C)(C)C)cc1 (stereo partly specified)	16	-16	20	102
Cn1c(NC(=O)c2ccc(F)cc2)c(-c2ccccn2)c(=O)c2ccccc21	-5	8	2	99
CC(=O)NC(CC(=O)Nc1nccs1)c1ccccc1 (stereo unspecified)	4	-2	-9	104
c1ccc(Cc2cc[n+](Cc3ccccn3)cc2)cc1	3	-14	-1	100
O=S(=O)(NCCC1CC1(Cl)Cl)c1ccccc1 (stereo unspecified)	-6	-6	-7	90
Cc1cc(C)cc(NC(=O)CSc2nc(CSc3ccc(Cl)cc3)cc(=O)[nH]2)c1	10	-5	0	102
COCCn1c(SCC(=O)Nc2cc(C)on2)nc2c(c1=O)SC(C)C2 (stereo unspecified)	-2	-38	-9	103
Cc1ccc(S(=O)(=O)NNC(=O)c2cc(C)cs2)cc1	-17	-12	-10	96
CCC(=O)N1CC2(CC(c3cccc(NC(=O)CC(c4ccccc4)c4ccccc4)c3)=NO2)C[C@H]1C(N)=O (stereo partly specified)	4	-15	-16	97
Nc1nnc(Cc2ccc(F)cc2)s1	7	-30	-9	101
Cc1nn(Cc2ccc(C(=O)NN)o2)c(C)c1Cl	6	-10	-9	96

Remaining list, next part.
SMILES	Pf gamet viab	Mcl1-Bid inh	Mcl1 Noxa PPI	RGS8-Gao
O=S(=O)(Nc1ccccc1N1CCCCC1)c1cccs1	4	-15	2	102
O=C(c1cc([N+](=O)[O-])cc([N+](=O)[O-])c1)N1CCN(C(=O)c2ccco2)CC1	18	-18	-12	103
Cc1ccc(N2CC(=O)N(c3ccc(C)cc3)CC2=O)cc1	2	-20	-9	101
COc1cccc(-c2nc(COc3ccc(Cl)cc3Cl)no2)c1	7	16	11	101
CN(C)CCN(Cc1ccccc1)S(=O)(=O)c1ccc2c(c1)n(C)c(=O)c(=O)n2C	-10	0	10	100
CCc1ccccc1NC(=S)N(CCOC)C(C)c1ccco1 (stereo unspecified)	-5	-133	4	95
Cc1nc2ccc(NC(=O)Cc3c(F)cccc3Cl)cc2s1	-43	-69	8	100
Cc1cc(C)c(/C=N/NC(=O)c2nnn(-c3nonc3N)c2COc2ccc(F)cc2)c(C)c1	-7	-36	-15	100
CN1C(=O)C(CCC(=O)O)NC1=S (stereo unspecified)	-9	-45	-20	99
CC/C(C)=N\Nc1nc(-c2cc3cc(OC)ccc3oc2=O)cs1	-5	-51	-16	101
COCCCNC(=S)Nc1cccc(SC)c1	-14	-86	12	100
